Compound activity: PubChem, Sanford-Burnham Center for Chemical Genomics
Scp-1 inhibitor: inhibitors of human Scp-1 phosphatase. Q9GZU7. Recombinant Scp1, phosphopeptide, malachite green phosphate absorbance. inhibition, % at 20 µM. hit rate 0.88% among 340,000;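 active = inhibition above about 50% at 20 µM, limit read from the data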;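 note: plate controls were DMSO wells with enzyme for no effect and wells lacking enzyme for full effect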
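Material – SCP-1 phosphatase catalytic domain, residues 76-261 · Buffer or medium – Acidic Tris acetate buffer with magnesium and detergent · Also added – Phospho 17-mer peptide substrate · Compound – single 20 µM dose, 1% DMSO · Times – 45 min room-temperature reaction, 5 min colour, 30 min stabiliser · Technique – Phosphate-binding colour reagent, absorbance read at 630 nm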
LMPTP inh: LMPTP (human) inhibition. P24666. recombinant LMPTP-A, OMFP fluorogenic substrate, fluorescence intensity. inhibition, % at 20 µM. hit rate 0.22% among 360,000. AID 651560;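 active = compounds that cut the enzyme signal by at least half of the control window in the single-dose screen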;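 note: plate controls were DMSO wells with enzyme plus substrate for no effect and substrate without enzyme for full effect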
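Buffer or medium: Bis-Tris pH 6.0, DTT, detergent; Assay system: LMPTP-A enzyme; Quantity: 0.625 nM enzyme; Detection: endpoint fluorescence intensity; Times: 50 min dark incubation at room temperature; Controls: substrate-only low control, DMSO enzyme-plus-substrate high control; Doses: single 20 µM dose; Read-out: percent inhibition versus substrate-only and uninhibited controls; Reagent: 400 µM OMFP.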
SUMO1-SIM PPI: modulators of human SUMO1-mediated protein-protein interactions | SUMO1 binding to a labelled peptide, TR-FRET, 1 h | inhibition, % at 20 µM | hit rate 0.33% among 360,000; in the data active = inhibition above about 37%
MT1-MMP act inh: inhibitors of human MT1-MMP activation. HT1080 RFP-PRO-GFP cells, GFP/RFP ratio fluorescence, overnight; percent of plate control window, DMSO zero. P50281. AID 651647. hit rate 0.061% among 360,000. GFP/RFP ratio change, % at 20 µM;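 active = GFP/RFP ratio change of at least 30% with cell ATP level not reduced by more than half and red fluorescence within 50% of control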; note: strong numbers were not always called active
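Test system: HT1080 RFP-PRO-GFP cells; Benchmarks: DMSO and RFP-L50D-GFP cell wells; Timing: cells overnight before dosing, compound overnight, 37 °C, 5% CO2; Compound: one 20 µM compound dose with 1% DMSO; Read-out: GFP/RFP fluorescence ratio.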
NadD inh: NadD (S. aureus) enzyme inhibition; AID 602399; purified NadD enzyme, colorimetric absorbance read-out; inhibition, % at 20 µM; hit rate 0.78% among 360,000; in the data active = inhibition above about 26%; note: some compounds past the cut are filed as inactive
Rpn11 inh: blocks the human proteasome subunit Rpn11; O00487; human 26S proteasome, Ub4-pepOG fluorescence polarization; 20S core pre-blocked with epoxomicin; calls only at 20 µM; hit rate 0.59% among 360,000;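 active = inhibition at 20 µM, scaled to each plate's controls, above about 33%, limit read from the data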
Target sequence (O00487 whole entry, looked up): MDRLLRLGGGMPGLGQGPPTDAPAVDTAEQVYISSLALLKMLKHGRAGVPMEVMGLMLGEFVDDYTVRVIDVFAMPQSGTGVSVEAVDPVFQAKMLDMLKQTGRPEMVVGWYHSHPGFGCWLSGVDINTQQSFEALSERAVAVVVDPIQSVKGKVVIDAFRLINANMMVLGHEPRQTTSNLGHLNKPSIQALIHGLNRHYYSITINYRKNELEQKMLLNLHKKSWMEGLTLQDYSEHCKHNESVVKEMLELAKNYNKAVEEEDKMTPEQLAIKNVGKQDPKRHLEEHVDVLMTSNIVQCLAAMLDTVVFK
SKN-1 inh: inhibitors of C. elegans SKN-1; C. elegans VP596 Pgst-4::GFP/RFP ratio, acrylamide-induced, 24 h; inhibition, % at 21.8 µM; hit rate 0.49% among 360,000;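 active = interference check ratio from 0.5 to 1.5 plus GFP to RFP signal ratio inhibition reaching or exceeding a fixed threshold, cut at about 30% in these data, passing the limit was not always enough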; note: some compounds called inactive have numbers as strong as hits
DNMT1 inh: blocks human DNA methyltransferase DNMT1; hit rate 0.83% among 360,000; AID 588458; DNMT1 molecular beacon, Hinp1I cleavage, fluorescence; inhibition (reported as % activation of signal), % at 10 µM; in the data active = inhibition above about 50%
CendR NRP1 mod: modulators of CendR peptide binding to human neuropilin-1; O14786; FAM-RPARPAR peptide binding to NRP-1, fluorescence polarization; hit rate 0.85% among 360,000; inhibition, % at 25 µM;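 active = inhibition or corrected inhibition above about 18%, plus a signal ratio from 0.5 to 1.5, limit read from the data, passing the limit was not always enough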; note: strong numbers were not always called active
STEP block: inhibitors of human striatal-enriched phosphatase STEP; P54829; recombinant STEP, OMFP fluorogenic substrate, fluorescence; inhibition, % at 20 µM; hit rate 0.25% among 360,000; AID 588621;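 active = inhibition at 20 µM, scaled per plate between control wells, above about 37%, limit read from the data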;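 note: 0% = DMSO with enzyme and substrate and 100% = substrate only without enzyme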
Target sequence (P54829 whole entry, looked up): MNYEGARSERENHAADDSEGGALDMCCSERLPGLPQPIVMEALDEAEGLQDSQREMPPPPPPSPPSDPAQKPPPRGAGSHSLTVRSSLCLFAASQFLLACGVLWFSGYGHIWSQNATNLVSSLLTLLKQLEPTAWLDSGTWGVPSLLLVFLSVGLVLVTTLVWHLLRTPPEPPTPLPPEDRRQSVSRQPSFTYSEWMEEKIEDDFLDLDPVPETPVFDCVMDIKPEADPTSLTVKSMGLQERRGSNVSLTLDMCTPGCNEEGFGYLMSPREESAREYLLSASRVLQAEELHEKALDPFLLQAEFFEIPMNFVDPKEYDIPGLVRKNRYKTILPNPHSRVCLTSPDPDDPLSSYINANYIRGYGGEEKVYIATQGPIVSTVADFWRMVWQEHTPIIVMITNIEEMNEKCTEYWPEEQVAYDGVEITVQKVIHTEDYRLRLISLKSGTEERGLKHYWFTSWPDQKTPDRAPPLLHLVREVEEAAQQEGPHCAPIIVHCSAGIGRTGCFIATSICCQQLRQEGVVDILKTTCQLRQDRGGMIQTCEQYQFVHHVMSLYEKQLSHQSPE
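material = STEP tyrosine phosphatase | reagent = fluorogenic phosphatase substrate OMFP at 25 µM final | doses = single compound dose of 20 µM, 1% DMSO final | schedule = 20 min reaction, room temperature, in the dark | measured by = fluorescence, 480/540 nm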
* marks the source's active call; other numbers are inactive results; i = inactive; · = not tested or not shown.

SMILES	Scp-1 inhibitor	LMPTP inh	SUMO1-SIM PPI	MT1-MMP act inh	NadD inh	Rpn11 inh	SKN-1 inh	DNMT1 inh	CendR NRP1 mod	STEP block
CCc1ccc(C2N(c3ccc(OC)cc3)C(=O)C3CCCN32)cc1 (stereo not given)	0	-1.4	-2	-2	1	i	4	1	3	0
CC(Sc1nnc(-c2cccnc2)n1-c1ccccc1)C(=O)NCc1ccc2c(c1)OCO2 (stereo not given)	0	-0.8	1	13	1	i	0	1	7	2
Cc1ccc(-n2c(N)cc(=O)nc2SCC(=O)N2CCN(c3ccccc3)CC2)cc1	-6	-0.4	6	2	5	i	3	0	3	0
CCOC(=O)N1CCN(C(=O)C(=O)Nc2sc3c(c2C(N)=O)CC(C)(C)OC3)CC1	-11	0.4	0	0	-1	i	-14	-1	9	4
COc1ccc(C(C)C)cc1S(=O)(=O)N1CCN(C)CC1	0	-1.3	1	-3	-8	i	1	-5	-6	2
CC(=O)Nc1ccccc1NC(=O)c1cc(C)cc(C)c1	-3	-0.2	0	3	2	i	-2	-2	2	-4
COc1ccc(NC(=O)CSc2nc(N)c3cc4c(nc3n2)CC(C)(C)OC4)cc1	12	-0.9	0	2	0	i	12	-5	-8	3
CCOc1cccc(C(=O)N2CCCCC2c2cccnc2)c1 (stereo not given)	-3	-2.1	-5	2	-3	i	2	-1	6	-1
COc1ccc(S(=O)(=O)Nc2cccc3c2O[C@H](CN(C)CC2CCCCC2)[C@@H](C)CN([C@H](C)CO)C3=O)cc1	-7	0.3	6	0	-7	i	10	5	11	4
O=C(/C=C/c1cccs1)N1CCC2(CC1)Oc1ccc(Cl)cc1C(=O)C21CC(c2cccnc2)=NO1 (stereo not given)	1	3.7	-5	4	10	i	-7	-5	1	3
Cc1cc(C)c(NC(=O)c2ccoc2C)c(C)c1	-5	-1.8	-1	-6	-2	i	-10	2	9	2
CN(C)CCC(=O)NCC1OCCc2ccccc21 (stereo not given)	5	-3.4	-1	3	-2	i	8	0	-3	-2
COc1ccccc1-c1nnc(SCC(=O)NC2CCCCC2)n1N	-10	-1.0	-1	2	2	i	-1	-1	-12	0
COC(=O)c1ccc(/C=N/Nc2nc(N3CCCCC3)nc(N3CCCCC3)n2)cc1	-3	1.6	1	0	4	i	12	-7	9	-4
C#CCOCCOCCOCCNc1nc(N2CCN(C(=O)CCCCCCCCCCNC(=O)[C@H](CO)n3cc(CCCSC)nn3)CC2)nc(N2CCN(C(=O)CCCCCCCCCCNC(=O)[C@H](CCCCN)n3cc(CCO)nn3)CC2)n1	11	-1.8	-141	-2	18	i	-13	-40	10	1
COc1ccccc1OCc1ccc(C(=O)Nc2ccc(Cl)cn2)o1	-1	1.2	2	5	0	i	-4	-3	5	0
O=C(CSc1nc2c(c(=O)n1-c1ccc(Cl)cc1)SCC2)NCC1CCCO1 (stereo not given)	-4	-1.3	-10	-5	-1	i	3	0	5	-1
COC(=O)c1cccc(NS(=O)(=O)c2ccc(OC)c(OC)c2)c1C	-4	-0.1	-3	-3	-4	i	9	-1	-2	-2
COc1ccc(Cl)cc1NC(=O)CSc1nnc(C2CC2)n1C	-2	-1.3	1	3	-11	i	8	1	7	-2
CC(c1ccccc1)C1CC(=O)N(c2ccc(C(=O)O)cc2)C1=O (stereo not given)	1	-0.9	-4	2	-3	i	10	0	2	5
Cc1cc(C)n(C(=O)CSc2nnc(SCC(=O)n3nc(C)cc3C)s2)n1	3	0.4	2	2	0	i	18	2	12	2
COc1cccc(C(=O)CSc2nnc(-c3cc(OC)cc(OC)c3)o2)c1	6	-0.7	-9	3	-1	i	5	5	-6	2
CCCCn1nnnc1C(c1cc2ccccc2o1)N1CCN(c2cc(C)nc3ccccc23)CC1 (stereo not given)	·	78*	2	5	13	·	0	·	-18	·
Fc1ccc(CNCc2ccccc2Cl)cc1	0	-1.2	-3	3	9	i	0	2	6	3
O=C1NC(c2ccc(Br)cc2)Nc2sc3c(c21)CCC3 (stereo not given)	-4	-0.2	10	-16	17	i	28	11	-48	4
Continued:
SMILES	Scp-1 inhibitor	LMPTP inh	SUMO1-SIM PPI	MT1-MMP act inh	NadD inh	Rpn11 inh	SKN-1 inh	DNMT1 inh	CendR NRP1 mod	STEP block
Cc1ccc(C(O)c2ncc(-c3ccccc3F)[nH]2)c(C)c1 (stereo not given)	·	-1.3	-4	-1	0	i	10	0	0	0
Cc1ccc(-c2nc3cnccn3c2Nc2ccccc2)o1	-3	0.7	-8	2	2	i	11	-7	-10	1
Cc1ccc(-n2c(CCc3ccccc3)n[nH]c2=S)cc1C	-2	-1.7	0	0	-1	i	11	-4	3	-1
Cc1ccc(S(=O)(=O)N2CCOCC2)cc1NC(=O)CSCc1c(C)noc1C	2	-1.6	3	1	-1	i	0	3	-7	-1
COc1ccc(COC(=O)N/N=C/c2cccs2)cc1	-5	-2.2	-11	0	-2	i	11	0	6	0
CCOc1ccc(S(=O)(=O)NCc2ccccc2OC)cc1	-3	-1.2	0	·	0	i	-14	11	0	-1
Cc1cc(C)nc(NC(=O)CSc2nccc(C)n2)n1	-2	0.0	2	-2	-2	i	11	-2	-2	0
COc1ccccc1CNS(=O)(=O)CCNCc1ccco1	-2	-1.6	-1	2	-5	i	0	1	1	-2
Cc1cccc(NC(=O)c2nc[nH]c2C(=O)N[C@@H](CC(C)C)C(=O)OCc2ccccc2)c1	-7	1.3	3	-1	2	i	3	-32	-6	-3
O=S1(=O)N[C@H](Cc2ccccc2)COc2cc(N3CCC[C@H]3CO)ccc21	·	-0.9	1	6	-6	·	-5	·	9	·
Nc1c(N2CCCC2)cc(Cl)c2nonc12	-6	7.9	37	-16	8	i	24	78*	14	4
O=C(CSc1nc2[nH]ncc2c(=O)[nH]1)Nc1ccc(F)cc1	15	-0.2	-1	-9	1	i	12	1	-5	1
CC(C)COc1ccc(S(=O)(=O)NNC(=O)c2cc3ccccc3o2)cc1	-6	1.5	3	-2	-1	i	5	5	-6	0
Cc1cccc(NC(=O)c2ccc(CN3CCc4ccccc4C3)cc2)c1C	-4	-0.9	1	-2	-4	i	0	-1	11	-3
CCCc1cc(C(=O)NCC(C)C)no1	7	-2.0	2	4	-2	i	-11	4	1	0

Only NadD inh and DNMT1 inh (two entries from above):
Structure	NadD inh	DNMT1 inh
O=S1(=O)N[C@H](Cc2ccccc2)COc2cc(N3CCC[C@H]3CO)ccc21	-6	·
CCOc1ccc(S(=O)(=O)NCc2ccccc2OC)cc1	0	11

Grouped by structure, those above with a halogen.
SMILES	Scp-1 inhibitor	LMPTP inh	SUMO1-SIM PPI	MT1-MMP act inh	NadD inh	Rpn11 inh	SKN-1 inh	DNMT1 inh	CendR NRP1 mod	STEP block
O=C(/C=C/c1cccs1)N1CCC2(CC1)Oc1ccc(Cl)cc1C(=O)C21CC(c2cccnc2)=NO1 (stereo not given)	1	3.7	-5	4	10	i	-7	-5	1	3
COc1ccccc1OCc1ccc(C(=O)Nc2ccc(Cl)cn2)o1	-1	1.2	2	5	0	i	-4	-3	5	0
O=C(CSc1nc2c(c(=O)n1-c1ccc(Cl)cc1)SCC2)NCC1CCCO1 (stereo not given)	-4	-1.3	-10	-5	-1	i	3	0	5	-1
COc1ccc(Cl)cc1NC(=O)CSc1nnc(C2CC2)n1C	-2	-1.3	1	3	-11	i	8	1	7	-2
Fc1ccc(CNCc2ccccc2Cl)cc1	0	-1.2	-3	3	9	i	0	2	6	3
O=C1NC(c2ccc(Br)cc2)Nc2sc3c(c21)CCC3 (stereo not given)	-4	-0.2	10	-16	17	i	28	11	-48	4
Cc1ccc(C(O)c2ncc(-c3ccccc3F)[nH]2)c(C)c1 (stereo not given)	·	-1.3	-4	-1	0	i	10	0	0	0
Nc1c(N2CCCC2)cc(Cl)c2nonc12	-6	7.9	37	-16	8	i	24	78*	14	4
O=C(CSc1nc2[nH]ncc2c(=O)[nH]1)Nc1ccc(F)cc1	15	-0.2	-1	-9	1	i	12	1	-5	1
